Statin myotox sup: suppressors of simvastatin-induced myotoxicity in C2C12 myotubes; ATP luminescence, 48 h; scaled: DMSO 0, geranylgeraniol control 100; rescue of ATP level, % at 7.49 µM; 330,000 tested, 0.78% active; AID 602340;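 active = mean ATP rescue above about 67%, or every replicate alone reaching that limit, limit read from the data, passing the limit was not always enough; inconclusive = no clear call, values can overlap the other calls; inactive = mean under the limit and some replicate under it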;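 also: myotubes were challenged with 10 µM simvastatin during compound exposure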
PGC1a acetyl inh: lowers PGC1a acetylation signal in U2OS cells; inhibition, % at 15.6 µM; 350,000 tested, 0.17% active; AlphaScreen anti-acetyl-lysine; with virally co-expressed GCN5 acetyltransferase;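 active = every replicate shows inhibition of at least 40%; inconclusive = mean inhibition at least 40% but some replicate below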;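 also: 0% = neutral control wells and 100% = positive control wells; some results beyond the cut were filed as inactive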
PAX8 reporter: PAX8 transcriptional activity inhibition | 360,000 tested, 1.2% active | RMG-I TPO-luciferase reporter, SteadyGlo, 24 h | inhibition, % at 12.6 µM;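 active = mean replicate inhibition at least 60% with every replicate also reaching 60%; inconclusive = only one of the two criteria is met; inactive = mean below 60% and not all replicates reaching 60%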;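 also: luciferase light reporting Pax8 driven TPO promoter activity; plate controls were median of neutral control wells for no effect and mitoxantrone controls for full effect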
Cneo AK release: Cryptococcus neoformans lysis via adenylate kinase release. 360,000 tested, 0.2% active. C. neoformans lysis, adenylate kinase release luminescence, 4 h; normalised: neutral wells 0, clomiphene wells 100. lysis activity, % at 15 µM;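 active = mean lysis activity across replicates of at least 80%, whatever share of replicates individually reach that level; inactive = mean lysis activity below 80%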
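Signal: Adenylate kinase release luminescence | Assay system: Log-phase Cryptococcus neoformans yeast cells | Input: Cells at 5 × 10^6 per mL | Buffer or medium: Fresh YPD growth medium | Compound: Single dose | Schedule: Static 4 h at 37 °C with compound, 1 h detection | Controls: Clomiphene | Read-out: Luminescence rise reflecting yeast cell lysis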
INS-1E GSIS act: primary screen for activators of insulin secretion dependent on glucose, INS-1E cells, GLuc reporter luminescence | INS-1E GLuc reporter insulin secretion, 2-3 h | activation, % at 16.6 µM | 370,000 tested, 0.61% active | AID 743287;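 active = lowest replicate activation of at least 40%, so every replicate reaches that level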;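 also: 0% = median of neutral control wells and 100% = median of IBMX positive control wells; some compounds called inactive have numbers as strong as hits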
LGR2 inh: inhibitors of bursicon-induced Drosophila LGR2 receptor cAMP signaling | 380,000 tested, 0.35% active | HEK293 LGR2, CRE-luciferase, bursicon-stimulated, 4 h | inhibition, % at 9.99 µM | AID 720647;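 active = drop in luminescence signal, shown as inhibition above about 50% in the replicate tests, limit read from the data, passing the limit was not always enough; inconclusive = probably only some replicates passing the limit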;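 also: agonist challenge used bursicon conditioned medium at about half maximal strength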
PglD DTNB: inhibitors of Campylobacter jejuni PglD acetyltransferase; inhibition, % at 12.5 µM; 360,000 tested, 0.098% active; purified PglD enzyme, DTNB colorimetric CoA detection; AID 602405; in the data active = inhibition above about 16%, passing the limit was not always enough; inconclusive = no clear call, values can overlap the other calls; also: strong numbers were not always called active
ARNT-TACC3 inh: disrupts binding between human ARNT and TACC3; 390,000 tested, 0.66% active; inhibition, % at 9.99 µM; Q9Y6A5; AlphaScreen His-ARNT PAS-B/GST-TACC3 binding, luminescence; TACC3 fragment carries E629A point mutation; AID 623870;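 active = mean inhibition of replicates at least 50% and at least half of replicates each reaching 50%; inconclusive = half or more replicates reach 50% but mean below 50%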;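 also: 0% = complete ARNT plus TACC3 wells and 100% = ARNT alone without TACC3; many hits fall short of the cut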
An asterisk follows results filed as active; ? = inconclusive; nt = no result given; & = joins results of further samples.

Below each SMILES: Statin myotox sup | PGC1a acetyl inh | PAX8 reporter | Cneo AK release | INS-1E GSIS act | LGR2 inh | PglD DTNB | ARNT-TACC3 inh
1. S=c1[nH]nc(-c2cccnc2)n1/N=C/C(Cl)=C\c1ccccc1
→ nt | nt | 72* | -4 | 23 | -38 | 7 | -2
2. COc1ccc(CN2CCC[C@]3(N[C@H](c4ccccc4)[C@@H]4C(=O)N(Cc5ccccc5)C(=O)[C@@H]43)C2=O)cc1
→ 7 | 2 | -4 | 0 | -29 | 9 | -1 | nt
3. Cc1ccccc1NC(=O)CSc1nnc2ccc(-c3ccncc3)nn12
→ -12 | 5 | -1 | 0 | -9 | -1 | 2 | 1
4. C[C@@H]1CN([C@H](C)CO)C(=O)c2cc(NC(=O)CCCN(C)C)ccc2O[C@@H](C)CCCCO[C@H]1CN(C)C(=O)Nc1ccc(F)cc1
→ nt | -6 | 9 | -1 | 3 | 16 | -1 | -5
5. CC(C)NC(=O)CSc1nc2ccccc2n1CC(=O)N(C(C)C)C(C)C
→ nt | nt | -4 | nt | 3 | 4 | nt | -3
6. COc1cccc(CNc2nc3cc(-c4ccccc4C)sc3c(=O)n2C)c1
→ 2 | nt | 17 | -1 | -9 | 3 | 7 | nt
7. C[C@@H]1CCCCO[C@@H](CN(C)Cc2ccncc2)[C@@H](C)CN([C@H](C)CO)C(=O)c2cc(NS(=O)(=O)c3ccc(Cl)cc3)ccc2O1
→ 33 | -5 | -22 | -1 | -9 | -7 | -1 | -9
8. CC(=O)c1cccc(NC(=O)CCCN(C)S(=O)(=O)c2ccc(F)cc2)c1
→ 3 | nt | 0 | 9 | -6 | -10 | 2 | -10
9. Cc1cc(C(=O)C(=O)NC(C)C)c(C)n1-c1ccc([N+](=O)[O-])cc1
→ 5 | -19 | nt | 0 | 4 | -7 | -21 | 5
10. CCOc1ccc(N(Cc2cc3ccc(C)cc3[nH]c2=O)S(C)(=O)=O)cc1
→ 27 | -4 | nt | 2 | 4 | -4 | 0 | -20
11. O=C(COc1cccc2cccnc12)N/N=C1\SCC(=O)N1Cc1ccccc1
→ ? | 0 | nt | -1 | -3 | 8 | 0 | 0
12. CC(=O)Nc1ccc(S(=O)(=O)N2CCC(C(=O)NC3CCCC3)CC2)cc1
→ 0 | 0 | 3 | 5 | 7 | 0 | 2 | -7
13. O=C(c1cccc(C(F)(F)F)c1)C1CCCN(C(=O)CCCN2CCCC2=O)C1 (stereo unspecified)
→ 10 | 0 | 4 | 1 | 0 | -4 | 2 | -14
14. CC(=O)Nc1ccc(SCC(=O)Nc2ccc3c(c2)OCCO3)cc1
→ 6 | 3 | -12 | 4 | 1 | -14 | 0 | -2
15. O=C(CSc1cc(Cl)ccc1Cl)NCCCn1ccnc1
→ -5 | -3 | 19 | 2 | -37 | -6 | 4 | 3
16. C=CCn1c(SCC(=C)C)nc2c1c(=O)[nH]c(=O)n2C
→ 6 | 2 | -2 | 0 | 31 | -21 | 5 | -9
17. CCOC(=O)Cc1csc(SC(C)C(=O)Nc2ccc(NC(C)=O)cc2)n1 (stereo unspecified)
→ 13 | 2 | 18 | 1 | nt | nt | 1 | -6
18. O=C(CCc1ccncc1)NC1CCCc2c1cnn2-c1ccc(F)cc1F (stereo unspecified)
→ -4 | 12 | 14 | 1 | 9 | -10 | -2 | 0
19. CCCC(CCC)C(=O)Nc1cccc(-c2cn3c(n2)SCC3)c1
→ -7 | -7 | -7 | -7 | -6 | 2 | 1 | 7
20. CCN1[C@@H]2c3ccc(-c4ccccc4)c(=O)n3C[C@H]1[C@H](CO)[C@H]2C(=O)NC1CCC1
→ 6 | -8 | -6 | 0 | 7 | 0 | 3 | -4

Following part:
Below each SMILES: Statin myotox sup | PGC1a acetyl inh | PAX8 reporter | Cneo AK release | INS-1E GSIS act | LGR2 inh | PglD DTNB | ARNT-TACC3 inh
21. C[C@H](O)C#Cc1cnc2c(c1)C(=O)N([C@@H](C)CO)C[C@@H](C)[C@H](CN(C)Cc1cccc(C(=O)O)c1)O2
→ 1 | -7 | nt | 0 | 13 | -2 | 2 | -9
22. Cc1ccc(-c2cc(C(=O)NC3=NCCS3)c3ccccc3n2)cc1C
→ nt | -2 | -43 | -5 | 1 | -13 | 3 | -3
23. N#CC1=C(N)Oc2nc(-c3ccccc3)[nH]c2C1c1cccnc1 (stereo unspecified)
→ 7 | 13 | nt | -3 | 48* | 3 | -3 | 3
24. CC(C)CC#Cc1cnc2c(c1)C(=O)N([C@@H](C)CO)C[C@@H](C)[C@H](CN(C)Cc1ccccc1C(=O)O)O2
→ 23 | 1 | nt | -14 | -6 | 37 | 2 | -1
25. Cc1ccc(NC(=O)CSC(C)c2nc3ccccc3c(=O)[nH]2)cc1 (stereo unspecified)
→ -5 | 8 | 13 | -2 | -3 | -13 | 2 | 0
26. C/C=C/c1ccc([C@@H]2[C@H](CO)N(CCC(F)(F)F)C23CN(C(=O)CN(C)C)C3)cc1
→ nt | 4 | -3 | nt | -1 | -2 | nt | nt
27. O=C(NCC(c1cccnc1)N1CCOCC1)c1ccco1 (stereo unspecified)
→ 1 | 12 | 0 | -1 | -21 | nt | -1 | 11
28. COc1cc2nc(CN(C)Cc3ccc(F)cc3)[nH]c(=O)c2cc1OC
→ -3 | nt | 24 | 4 | 15 | -10 | -2 | 1
29. O=C(O)CC(NC(=O)c1ccco1)c1ccco1 (stereo unspecified)
→ 4 | nt | 11 | 1 | 2 | 3 | 1 | nt
30. COc1cc(/C=N/NS(=O)(=O)c2ccc(C)c([N+](=O)[O-])c2)ccc1O
→ nt | 17 | 8 | nt | 12 | -14 | nt | 1
31. Cc1ccc(-c2csc3nc(C)n(N)c(=O)c23)o1
→ 9 | 7 | nt | 4 | -11 | -9 | -1 | 0
32. O=C(C[C@@H]1CC[C@H](NS(=O)(=O)c2cccc(F)c2)[C@H](CO)O1)NCc1ccc2c(c1)OCO2
→ 5 | -6 | 3 | -2 | 3 | 18 | 0 | -3
33. CN(C)CCOC(=O)C1(c2ccccc2)CCOCC1
→ 13&-6 | -2 | nt | -1&0 | 8 | -1 | -2&-1 | 0&-7
34. COC1C/C(=N\O)C2OC(c3ccccc3)OCC2O1 (stereo unspecified)
→ -10 | -1 | -9 | 3 | 5 | 2 | 10 | -8
35. CCOc1ccc(C(=O)Nc2cc(C)c3c(=O)oc4ccccc4c3n2)cc1
→ -28 | -4 | 27 | 0 | 12 | 8 | -6 | -5
36. C[C@@H]1CN([C@@H](C)CO)C(=O)Cc2cc(NS(=O)(=O)c3ccc(F)cc3)ccc2O[C@H]1CN(C)C(=O)Nc1ccc(C(F)(F)F)cc1
→ 9 | -14 | -13 | 0 | -14 | 2 | 2 | 5
37. Cc1cc(C)cc(NC(=O)NCc2ccccn2)c1
→ 1 | nt | 14 | 3 | 15 | -19 | 2 | 2
38. COc1ccc(S(=O)(=O)N(C)C[C@H]2Oc3c(NS(=O)(=O)c4ccc(F)cc4)cccc3C(=O)N([C@H](C)CO)C[C@H]2C)cc1
→ 28 | 3 | 2 | 6 | -6 | 11 | 3 | nt
39. C[C@@H]1CN([C@@H](C)CO)C(=O)c2cc(NC(=O)NC3CCCCC3)ccc2O[C@@H]1CN(C)Cc1ccc(C(=O)Nc2ccccc2N)cc1
→ nt | -1 | 12 | nt | 12 | 4 | nt | nt
40. CCN1[C@@H]2c3ccc(-c4ccccc4F)c(=O)n3C[C@@H]2[C@@H](CO)[C@@H]1C(=O)NC1CCCC1
→ 6 | -3 | -2 | -3 | 0 | -3 | -1 | 2

The list goes on.
Below each SMILES: Statin myotox sup | PGC1a acetyl inh | PAX8 reporter | Cneo AK release | INS-1E GSIS act | LGR2 inh | PglD DTNB | ARNT-TACC3 inh
41. Cc1ccc(-c2csc(NC(=O)CSC3=NCCS3)n2)cc1
→ 8 | -3 | -130 | -4 | nt | nt | -7 | -4
42. COC(=O)C1=C(C(=O)OC)[C@@H]2N(C)c3ccc(OC)cc3[C@@]23C[C@@H](C(=O)OC)N(S(=O)(=O)c2ccc([N+](=O)[O-])cc2)C3=N1
→ -9 | 0 | 3 | -3 | -1 | 3 | 3 | 2
43. O=C(Nc1ccccc1C(F)(F)F)N1CCCC(O)C1 (stereo unspecified)
→ 4 | 25 | nt | 1 | nt | nt | 1 | -7
44. COc1ccc(N2CC(C(=O)NNC(=O)c3ccc(Br)cc3)CC2=O)c(OC)c1 (stereo unspecified)
→ 4 | 12 | -5 | -1 | 5 | -68 | -6 | 0
45. CCOC(=O)c1nnc(-c2ccccc2)nc1Sc1c(Cl)cccc1Cl
→ nt | 6 | nt | 0 | nt | nt | 8 | 7
46. Cc1cc(C)c2oc(C(=O)NC3CCS(=O)(=O)C3)cc(=O)c2c1 (stereo unspecified)
→ 2 | -2 | -6 | -1 | 8 | -3 | -2 | -4
47. O=C(OCc1cccc(Cl)c1)c1cc([N+](=O)[O-])ccc1N1CCOCC1
→ -16 | nt | 74* | 1 | -3 | 5 | -7 | 11
48. CCOc1ccc(NC(=O)CSc2n[nH]c(N)n2)c([N+](=O)[O-])c1
→ nt | nt | 10 | 3 | -4 | -2 | 3 | -4
49. CCOC(=O)C(NC(=O)Nc1ccc(Cl)cn1)(Oc1ccccc1)C(F)(F)F (stereo unspecified)
→ 15 | 4 | 22 | nt | 23 | 2 | nt | 2
50. COc1ccc(CN2C(=O)C(CC(=O)NCCc3ccccn3)CC(C(=O)N3CCOCC3)=C2C)cc1 (stereo unspecified)
→ -6 | 7 | -38 | -3 | 7 | 16 | -2 | nt
51. Cc1ccc(C(=O)Oc2ccccc2N2C(=O)C3CCC(C)CC3C2=O)cc1 (stereo unspecified)
→ 2 | -5 | nt | 0 | nt | nt | -4 | -3
52. CC12CCC(O)CC1=CCC1C2CCC2(C)c3[nH]ncc3CC12 (stereo unspecified)
→ 1 | 7 | nt | -2 | -10 | 6 | -4 | -2
53. COc1cc(C(=O)OC(C)CN2CCCCC2)cc(OC)c1OC (stereo unspecified)
→ 11 | 6 | -13 | 2 | 19 | 9 | -7 | -3
54. Cc1ccc(C)c(S(=O)(=O)Nc2ccc(-n3cnnn3)cc2)c1
→ 2 | -18 | nt | -1 | nt | nt | -4 | 5
55. CCOC(=O)[C@H]1[C@H]2COc3cc(OC)ccc3[C@@H]2N2C(=O)c3ccc(C)cc3NC(=O)[C@@]12C
→ 4 | nt | 0 | -2 | -33 | -6 | 8 | -8
56. COCc1cn(CC[C@@H]2CC[C@H](NC(=O)c3ccc(F)cc3)[C@H](CO)O2)nn1
→ 14 | -1 | -8 | 0 | -5 | -14 | -1 | 1
57. Cc1c(OCC(=O)NCc2ccccn2)ccc2c(-c3ccccc3)cc(=O)oc12
→ 3 | 14 | nt | 5 | 6 | 6 | 8 | nt
58. CCOCCCNC(=O)/C(C#N)=C/c1cc(C)c(O)c(C)c1
→ nt | nt | -8 | nt | -3 | 18 | nt | -1
59. Cc1ccccc1-c1nc(-c2ccc(NC(=O)c3ccc4c(c3)OCO4)cc2)no1
→ -51 | -5 | nt | -1 | nt | nt | 4 | -6
60. O=C(Nc1ccc(SC(F)F)cc1)C1=COCCO1
→ -93 | 3 | nt | -1 | 0 | 0 | -4 | 2
61. CSc1nc2nccc(-c3ccc4c(c3)OCO4)n2n1
→ -2 | -4 | -4 | 1 | 5 | 9 | 1 | -7

Values by screen from the list.
PglD DTNB for entries 51 to 60, in order: -4, -4, -7, -4, 8, -1, 8, nt, 4, -4
LGR2 inh for entries 51 to 60, in order: nt, 6, 9, nt, -6, -14, 6, 18, nt, 0
